# PolyA inhibitor – polyadenylation inhibitors in yeast reporter cells, primary screen, luminescence, S. cerevisiae; AID 1875, 2009; 300,000 tested, 0.02% active; calls only at 12 µM; S. cerevisiae SKY197-pL101 polyadenylation reporter, beta-gal luminescence; efflux-impaired pdr1/pdr3 knockout yeast; score 100 = 6 SD above DMSO;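 active = lowest replicate activity score at least 50, where 100 means six control SD above control mean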;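 note: yeast exposed to compound for 9 h at 30 °C; higher score means more reporter readthrough which indicates perturbed polyadenylation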
# HIF activator – HIF pathway transcriptional activators, primary screen, cell-based, U2OS HRE-luciferase, luminescence; activation, % at 7.5 µM (by protocol); U2OS HRE-luciferase reporter; normalized: DMSO 0%, desferrioxamine 100%; 300,000 tested, 0.32% active;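 active = mean activation of at least 10% of the iron chelator positive control signal, with at least half of replicates also reaching 10%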
# AI-2 QS modul – Vibrio harveyi AI-2 quorum sensing modulators, primary screen, JMH597 strain, luminescence/OD600 ratio. Vibrio harveyi JMH597 AI-2 luminescence/OD600 ratio, 9 h; stronger effect = lower value; strain lacks LuxN and CqsS sensors; 0 = neutral-control median. 300,000 tested, 0.4% active. AID 2094, 2009. activity change, % at 7.5 µM; in the data active = activity change below about -75%, passing the limit was not always enough;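 note: luminescence divided by OD600 gain over 9 h not by final OD600 alone; inactives centre near 13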
# MrgX1 antagonist – antagonists of human MrgX1 receptor, primary screen, HEK293 cells, Fluo-4 calcium flux; B-score at 10 µM; AID 588676, 2011; 310,000 tested, 1.3% active; BAM8-22 antagonism; stronger effect = lower value;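 active = calcium-response B-score plate-corrected more than 3 library SD below zero, starting fluorescence within 5 deviations, no agonist response on first addition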;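 note: peak minus trough fluorescence over baseline after final BAM8-22 challenge near maximal dose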
# TRPC4 agonist – activators of mouse TRPC4 channel, primary screen, Fluo4 calcium, HEK293 TRPC4beta/mu-opioid cells; AID 2237, 2010; 310,000 tested, 0.49% active; Short transient receptor potential channel 4 (Mus musculus), Q9QUQ5; B-score at 10 µM; Fluo4 calcium fluorescence; stronger effect = higher value;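 active = B-score above 5 SD of library B-scores, and initial fluorescence ratio not above library mean plus 5 SD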;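 note: positive B-score marks a calcium rise read as TRPC4 activation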
# Target sequence (Q9QUQ5 whole entry, looked up): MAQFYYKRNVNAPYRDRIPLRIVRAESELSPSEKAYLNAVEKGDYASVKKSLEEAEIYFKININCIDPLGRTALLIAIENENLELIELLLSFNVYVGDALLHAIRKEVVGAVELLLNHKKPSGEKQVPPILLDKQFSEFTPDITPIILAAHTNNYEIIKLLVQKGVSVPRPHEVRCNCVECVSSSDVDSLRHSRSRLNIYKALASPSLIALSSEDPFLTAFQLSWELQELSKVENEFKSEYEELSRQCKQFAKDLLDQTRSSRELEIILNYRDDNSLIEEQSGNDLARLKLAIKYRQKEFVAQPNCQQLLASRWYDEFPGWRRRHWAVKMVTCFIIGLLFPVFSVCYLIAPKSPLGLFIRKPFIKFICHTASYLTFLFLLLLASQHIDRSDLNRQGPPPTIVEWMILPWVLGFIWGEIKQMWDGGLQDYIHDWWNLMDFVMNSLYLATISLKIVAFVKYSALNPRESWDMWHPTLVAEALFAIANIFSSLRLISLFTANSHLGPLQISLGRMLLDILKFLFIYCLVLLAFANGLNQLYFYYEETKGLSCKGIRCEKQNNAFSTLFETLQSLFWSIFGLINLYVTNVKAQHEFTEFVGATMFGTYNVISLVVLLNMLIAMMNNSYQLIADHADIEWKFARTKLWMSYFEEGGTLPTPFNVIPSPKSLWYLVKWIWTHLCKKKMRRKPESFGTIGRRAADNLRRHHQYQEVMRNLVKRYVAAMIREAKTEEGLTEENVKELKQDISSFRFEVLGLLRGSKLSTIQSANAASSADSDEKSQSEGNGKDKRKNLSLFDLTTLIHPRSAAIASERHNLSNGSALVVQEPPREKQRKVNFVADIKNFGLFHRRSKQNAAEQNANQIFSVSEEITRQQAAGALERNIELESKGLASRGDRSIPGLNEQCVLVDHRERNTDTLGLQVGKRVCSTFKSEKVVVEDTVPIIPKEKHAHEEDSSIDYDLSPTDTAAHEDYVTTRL
#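 System – HEK293 cells stably co-expressing mouse TRPC4beta and mu-opioid receptor · Signal – Fluo4 calcium-sensitive dye fluorescence, kinetic, 1 Hz baseline · Benchmarks – buffer (low) and maximal DAMGO (high) · Read-out – B score of integrated fluorescence ratio per well · Incubation – dye loading 45 min room temperature, 110 s kinetic read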
# MrgX1 PAM – positive allosteric modulators of MrgX1, primary screen, HEK293 cells, Fluo-4 calcium flux; Mas-related G-protein coupled receptor member X1 (Homo sapiens), Q96LB2; FDSS; stronger effect = higher value; B-score at 10 µM; 310,000 tested, 0.63% active; AID 588675, 2011;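 active = plate-corrected calcium response at least 3 library SD above typical, normal starting fluorescence, not activating the receptor alone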;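 note: compound read alongside a low EC10 to EC30 dose of BAM8-22 agonist; peak minus trough fluorescence over baseline measured at the second addition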
# TRPC6 act – mouse TRPC6 channel activators, primary screen, cell-based, HEK293, membrane potential dye. Short transient receptor potential channel 6 (Mus musculus), Q61143. HEK293-TRPC6 membrane potential dye fluorescence; stronger effect = higher value. B-score at 10 µM. 310,000 tested, 0.13% active. AID 2550, 2010;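 active = B-score of the integrated fluorescence ratio above library mean plus 3 SD, and starting fluorescence ratio within library mean plus 5 SD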;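 note: higher score means more depolarization so channel activation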
# MrgX1 agonist – agonists of human MrgX1 receptor, primary screen, HEK293 cells, Fluo-4 calcium flux | AID 588627, 2011 | B-score at 10 µM | Fluo-4 calcium fluorescence, agonist mode; stronger effect = higher value | 310,000 tested, 0.44% active | Mas-related G-protein coupled receptor member X1 (Homo sapiens), Q96LB2;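 active = calcium response B-score plate-corrected fluorescence ratio at least 3 library SD, with starting fluorescence B-score inside 5 SD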
#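 Test system: Stable human MrgX1 HEK293 cell line | Schedule: Overnight plating before 1 h dye loading | Read-out basis: Baseline-normalised fluorescence change ratio, B-scored | Detection: Kinetic calcium dye fluorescence, Fluo-4 NW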
# TRPC4 inh – inhibitors of mouse TRPC4 channel, primary screen, Fluo4 calcium, HEK293 TRPC4beta/mu-opioid cells | Short transient receptor potential channel 4 (Mus musculus), Q9QUQ5 | DAMGO-evoked Fluo4 calcium flux; stronger effect = lower value | B-score at 10 µM | 300,000 tested, 0.39% active;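 active = B-score over 3 SD under the library average, no early fluorescence shift, positive overall ratio signal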
#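 Material: HEK293 cells with stable TRPC4beta plus mu-opioid receptor expression; probe or stimulus: DAMGO in two steps, submaximal then maximal; technique: Fluo4 calcium fluorescence by kinetic imaging, 5 s 1 Hz baseline; measure: integrated fluorescence ratio relative to baseline, converted to per-well B score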
# TRPC4 PAM – positive allosteric modulators of TRPC4, primary screen, cell-based, mouse TRPC4beta, HEK293 mu-opioid, Fluo-4 calcium; B-score at 10 µM; Short transient receptor potential channel 4 (Mus musculus), Q9QUQ5; 310,000 tested, 0.42% active; DAMGO EC20, Fluo-4 Ca2+ flux; stronger effect = higher value;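 active = B-score of calcium response area above 5 SD of library B-scores, with initial fluorescence ratio within 5 SD of library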;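 note: B-score of integrated fluorescence ratio over time as area under calcium response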
# TRPC6 inh – mouse TRPC6 channel inhibitors, primary screen, cell-based, HEK293, membrane potential dye | ACh-evoked depolarization; stronger effect = lower value | B-score at 10 µM | 310,000 tested, 1.1% active | AID 2553, 2010;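 active = B-score under library mean minus 3 SD, initial fluorescence not abnormally high, positive integrated signal ratio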;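 note: B-score derived from integrated fluorescence ratio over the kinetic read; more negative B-score means stronger inhibition of depolarization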
# The depositor's hits bear a star; i = inactive; . = not tested or not shown. Not all compounds are listed, so the mix of outcomes need not match the whole.
SMILES,PolyA inhibitor,HIF activator,AI-2 QS modul,MrgX1 antagonist,TRPC4 agonist,MrgX1 PAM,TRPC6 act,MrgX1 agonist,TRPC4 inh,TRPC4 PAM,TRPC6 inh
Cc1nc(C(C)NC(=O)CCc2nnc(-c3ccsc3)o2)cs1 (stereo not drawn),i,0.6,30.8,i,i,i,i,i,i,i,i
CCCN1C(=O)/C(=C\C=C2/Sc3ccccc3N2CC)SC1=S,i,.,11.2,.,i,.,i,.,i,i,i
Cc1ccc(Oc2ncccc2CO)cc1,i,0.1,-9.1,i,i,i,i,i,i,i,i
CCOC(=O)c1c(NC(=O)COC(=O)CCOc2ccc(C)cc2)sc(C(=O)N(C)C)c1C,i,0.3,6.4,i,i,i,14.3*,i,i,i,i
Cn1c(S(=O)(=O)O)nc2ccccc21,i,0.0,7.9,i,i,i,i,i,i,i,i
O=C(O)c1cc(/C=C/c2ccc(N3CCOCC3)c([N+](=O)[O-])c2)nc2ccccc12,i,-0.8,14.8,i,i,i,i,i,i,i,i
NS(=O)(=O)Oc1ccccc1,i,-0.2,25.3,i,i,i,i,i,.,i,i
COc1ccccc1Oc1ccc2c(c1)C(=O)N(c1ccc(Br)c3cccnc13)C2=O,i,-0.2,26.3,i,i,i,i,i,i,i,i
N#CC1c2ccccc2C=CN1C(=O)c1ccccc1 (stereo not drawn),i,-0.2,4.7,i,i,i,i,i,i,i,i
CC(C)C(=O)Nc1ccc2c(c1)nc1n2CCSC1,i,0.4,34.2,i,i,i,i,i,i,i,i
CC1CCCCN1CCNC(=O)c1ccc2c(=O)n(Cc3ccc(Cl)cc3)c(=S)[nH]c2c1 (stereo not drawn),i,0.2,15.4,i,i,i,i,i,i,i,i
Cc1[nH]c(C)c(S(=O)(=O)N2CCN(c3ccccc3F)CC2)c1C(=O)N1CCCCC1,i,0.0,17.9,i,i,i,i,i,i,i,i
CC(=O)N1CCN(C2=NC(=O)/C(=C\c3cccs3)S2)CC1,i,1.3,24.6,i,i,i,i,i,i,i,i
CC(C)C(=O)NS(=O)(=O)c1ccc(N)cc1,i,-0.2,15.3,i,i,i,i,i,i,i,i
C[C@H](NC(=O)c1nc[nH]c1C(=O)N[C@@H](Cc1ccccc1)C(=O)OC(C)(C)C)C(=O)OC(C)(C)C,i,0.5,4.5,i,i,i,i,i,i,i,i
CCCOc1ccc(NC(=O)OC2CCN(C)CC2)cc1,i,0.8,21.1,i,i,i,i,i,i,i,i
O=C(COc1ccccc1)Nc1nnc(S(=O)(=O)Nc2ccccc2)s1,i,0.1,32.5,i,i,i,i,i,i,i,i
Cc1ccc(N2C(=O)CC(Sc3ncn[nH]3)C2=O)cc1C (stereo not drawn),i,-2.9,29.0,i,i,i,i,i,i,i,i
CCOC(=O)Cn1c(O)c(N=NC(=O)OC)c2ccccc21,i,1.9,-16.5,i,i,i,i,i,i,i,i
Cc1ccc(N2CC(C(=O)Nc3nnc(C(C)C)s3)CC2=O)cc1 (stereo not drawn),i,0.3,18.0,i,i,i,i,i,i,i,i
CCCOc1ccc(Oc2cc(C)nc(SC)n2)nn1,i,0.0,6.9,i,i,i,i,i,i,i,i
O=C(NC(NC(=S)Nc1cccc(C(=O)O)c1)C(Cl)(Cl)Cl)OCc1ccccc1 (stereo not drawn),i,.,29.7,i,i,i,i,i,i,i,i
NS(=O)(=O)c1ccc(CCNC(=O)c2cccc3ccccc23)cc1,i,-0.2,5.3,i,i,i,i,i,i,i,i
CCc1ccc2nc(N(CCCN(C)C)C(=O)c3ccc(S(=O)(=O)N(C)C4CCCCC4)cc3)sc2c1,i,-2.9,0.4,i,i,i,i,i,i,i,i
O=c1cc(-c2ccc3c(c2)OCCO3)oc2ccc(Cl)cc12,i,2.4,14.9,i,i,i,i,i,i,i,i
O=C(NCc1ccccn1)C1CC(=O)N(C2CCCC2)C1 (stereo not drawn),i,-0.4,10.2,i,i,i,i,i,i,i,i
Cc1ccc(OCc2nnc(SCC(=O)c3ccccc3)n2Cc2ccco2)cc1,i,0.2,0.4,i,i,i,i,i,i,i,i
CCCCN1CCc2c1nc1ccc(Br)cc1c2N,i,-0.1,22.5,i,i,i,i,i,i,i,-6.35*
COc1ccc2nc(SCC(=O)NCc3ccccc3)[nH]c2c1,.,-0.4,0.4,i,i,i,i,i,i,i,i
CN(C)S(=O)(=O)c1ccc(C(=O)Nc2cccnc2)cc1,i,-0.5,17.5,i,i,i,i,i,i,i,i
Cc1ccc(-c2csc(N3CCN(CCCn4c(-c5ccncc5)nc5ccccc54)CC3)n2)cc1,i,0.2,6.2,i,i,i,i,i,i,i,i
Cc1nc2nc(SCC(=O)NCCCN3CCCCC3)nn2c(C)c1Cc1ccccc1,i,0.5,.,i,i,i,i,i,i,i,i
COC(=O)N/N=C\c1c(C)[nH]n(-c2ccccc2)c1=O,i,-0.4,34.7,i,i,i,i,i,i,i,i
O=C(Nc1ccc([N+](=O)[O-])cc1)C1CC1(c1ccccc1)c1ccccc1 (stereo not drawn),i,-0.3,25.2,i,i,i,i,i,i,i,i
O=C(Nc1ccc2ccccc2c1)C(c1ccccc1)C1CCCC1 (stereo not drawn),i,-0.3,39.7,i,i,i,i,i,i,i,i
COc1ccccc1C(=O)NCC(=O)OCC(=O)c1cccc2ccccc12,i,1.1,13.1,i,i,i,i,i,i,i,i
O=C(COc1ccccc1C(=O)O)NC1CCCc2ccccc21 (stereo not drawn),i,-0.9,8.2,i,i,i,i,i,i,i,i
N/C(=N\OC(=O)c1ccc2ccccc2c1)c1ccncc1,i,0.8,-34.5,i,i,i,i,i,i,i,i
O=C(COC(=O)c1ccc([N+](=O)[O-])s1)Nc1ncc(C(F)(F)F)cc1Cl,i,-0.9,34.7,i,i,i,i,i,i,i,i
CCOc1ccc(/C=C/c2nc(C#N)c(NCCCN(C)C)o2)cc1,i,-0.7,7.1,i,i,i,i,i,i,i,-5.47*
O=C(O)CCSc1nnc(COc2cccc3ccccc23)n1-c1cccc(Cl)c1,i,-0.2,8.0,i,i,i,i,i,i,i,i
Cc1cccnc1NC(=S)Nc1ccc(Cl)c(Cl)c1,i,5.2,11.7,i,i,i,i,i,i,i,i
CCC(C)NC(=O)c1ccc(C(=O)c2ccccc2)cc1 (stereo not drawn),i,2.3,24.1,i,i,i,i,i,.,i,i
O=c1cc(-c2ccc(O)cc2)oc2ccccc12,i,3.1,1.3,i,i,i,i,i,i,i,i
Cc1cc(/C=C2\SC(=S)NC2=O)c(C)n1-c1ccccc1,i,3.1,26.6,i,i,i,i,i,i,i,i
O=C(NCCc1ccccc1)C1CCN(S(=O)(=O)c2cccc3nsnc23)CC1,i,0.0,23.1,i,i,i,i,i,i,i,i
O=C(O)c1ccc(/C=N/N2CCN(Cc3cccc4ccccc34)CC2)cc1,i,0.1,6.8,i,i,i,i,i,i,i,i
COc1cc(S(=O)(=O)N2CCOCC2)ccc1NC(=O)COC(=O)C12CC3CC(CC(C3)C1)C2,i,-0.3,18.1,i,i,i,i,i,i,i,i
COc1ccc(OC)c(CCNC(=O)C2CCN(c3ncnc4c3nc3n4CCCCC3)CC2)c1,i,-0.1,13.8,i,i,i,i,i,i,i,i
CCOC(=O)CNC(=O)CSc1nnc(NC(=O)c2ccc(S(=O)(=O)N3CCOCC3)cc2)s1,i,1.2,14.5,i,i,i,i,i,i,i,i
COc1ccccc1C(=O)NCCC(=O)NCC(c1ccc(F)cc1)N1CCOCC1 (stereo not drawn),.,-0.4,6.2,i,i,i,i,i,i,i,i
Cc1ccc(C(C)NC(=O)c2ccncc2)c(C)c1 (stereo not drawn),i,0.8,3.5,i,i,i,i,i,i,i,i
CCn1c(=O)n(CC)c2cc(NC(=O)c3ccccc3Cl)ccc21,i,0.5,-2.8,i,i,i,i,i,i,i,i
O=C(COC(=O)CCc1ccccc1)Nc1cc(S(=O)(=O)N2CCOCC2)ccc1N1CCCC1,i,-0.3,10.3,i,i,i,i,i,i,i,i
Cc1ccc2[nH]c(C(=O)N3CCCC(Nc4ccc(F)cc4)C3)cc2c1 (stereo not drawn),i,-0.5,39.5,i,i,i,i,i,i,i,i
CCc1ccc(/C=N/NC(=O)c2c[nH]c3ccccc23)s1,i,2.1,-56.5,i,i,i,i,i,i,i,i
COc1ccc(-c2nc(CN3CCN(C(=O)c4ccco4)CC3)c(C)o2)c(F)c1,i,-0.1,15.6,i,i,i,i,i,i,i,i
CC(C)Cc1nnc(NC(=O)Cc2ccc([N+](=O)[O-])cc2)s1,i,-0.2,2.1,i,i,i,i,i,i,i,i
Cc1n[nH]c(C)c1S(=O)(=O)N1CCCC(C(=O)N2CCc3ccccc32)C1 (stereo not drawn),i,-1.9,14.9,i,i,i,i,i,i,i,i
O=C(O)c1ccc(-c2ncc[nH]2)cc1,i,-0.3,1.5,i,i,i,i,i,i,i,i
CCCCNc1c2c(nc3c(-c4ccccc4)c(C)nn13)CCC2,i,0.0,15.1,i,i,i,i,i,i,i,i
O=S(=O)(Nn1cnnc1)c1ccccc1Cl,i,-0.8,-0.8,i,i,i,i,i,i,i,i

# From PubChem BioAssay
